TGFb SMAD3 inh – qHTS for Inhibitors of TGF-b; Potency, µM (doses to about 46.1 µM), for the others: top-dose activity, negative = inhibition, usual class: inhibitors; AID 588855, 2011; HepG2 CAGA-GFP TGF-b/SMAD3 reporter, GFP fluorescence, 18 h; TGF-beta stimulated, 500 pg/mL final; 410,000 tested, 1.2% active; further: potency means the concentration at half of the fitted maximal effect; on the % scale 0 is the no-effect control and ±100 the full control effect; nearly all actives have a fitted effect of over 65% in size
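Read-out: total well GFP (ex488/em500-530) summed from mean per-cell fluorescence. Cells: HEPG2 CAGA-GFP, 1% FBS DMEM, 18 h at 37 degrees C with 500 pg/mL final TGF-beta. Unstimulated wells served as the full-inhibition control; stimulated DMSO wells = 0%.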
MCF10A rereplic – A quantitative high throughput screen for small molecules that induce DNA re-replication in MCF 10a normal breast cells; MCF 10A DNA re-replication, Hoechst nuclear intensity, 48 h; Potency, µM (highest dose often 46.1 µM), for the others: at the highest dose activity, positive = re-replication, usual class: activators; 350,000 tested, 2.9% active; AID 624296, 2012; further: potency means the concentration at half of the fitted maximal effect; % of control where 0% means no effect; nearly all actives have a fitted effect of over 50% in size
HepG2 viability – qHTS for Inhibitors of TGF-b: Cytotox Counterscreen; HepG2 CAGA-GFP viability, ATP luminescence, 18 h; Potency, µM (series often up to 46.1 µM), for the others: top-dose activity change, negative = cytotoxicity, hits mostly cytotoxic; 410,000 tested, 0.76% active; AID 588856, 2011; further: potency means the concentration at half of the fitted maximal effect; some results filed as inactive show a strong effect at the top dose
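CellTiter-Glo luminescence gave cytotoxicity after 18 hours at 37 degrees C. The cells were HepG2 CAGA-GFP in 1% FBS DMEM, stimulated with 500 pg/mL TGF-beta after compound addition. %Activity was normalised to no-cell wells (complete cell-killing) and DMSO (no toxicity), and curves were fitted and classified.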
S2 tox – Viability Counterscreen for Primary qHTS for Inhibitors of ATXN expression; 400,000 tested, 0.49% active; S2 cells (HEK-293 line with an ATXN2-luciferase reporter) viability, CellTiter-Fluor protease fluorescence, 24 h; AID 651635, 2014; Potency, µM (titrated, usually from 56.7 µM), usual class: cytotoxic; further: potency means the concentration at half of the fitted maximal effect; nearly all actives have a fitted effect of over 40% in size
A549 viability – Nrf2 qHTS screen for inhibitors: counterscreen for cytotoxicity. Potency, µM (highest dose often 46 µM), without a hit: top-dose activity change, negative = cytotoxicity, hits mostly inhibitors. AID 504648, 2011. 390,000 tested, 0.16% active. A549 ARE-Fluc cells, CellTiter-Fluor viability, 18-24 h; further: potency means the concentration at half of the fitted maximal effect; on the % scale 0 is the no-effect control and ±100 the full control effect
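Cytotoxicity counterscreen: CellTiter-Fluor fluorescence was measured in A549 ARE_Fluc cells after 18-24 h of compound exposure in a concentration series. The subsequent BugLite luminescent read reports ARE-luciferase activity.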
ATXN2 expr inh – Primary qHTS for Inhibitors of ATXN expression. Potency, µM (doses to about 57 µM), without a hit: top-dose activity change, negative = inhibition, actives largely listed as inhibitors. HEK-293 ATXN2-luciferase reporter, luminescence, 24 h. 360,000 tested, 0.72% active; further: potency means the concentration at half of the fitted maximal effect; on the % scale 0 is the no-effect control and ±100 the full control effect; nearly all actives have a fitted effect of over 55% in size
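ATXN2-luciferase reporter cells (luciferase flanked by upstream and downstream ATXN2 gene portions) were treated 24 h at 37 °C with compounds at up to 57 uM. SteadyGlo luminescence gave expression; GF-AFC fluorescence gave viability.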
Nrf2 block – Nrf2 qHTS screen for inhibitors. A549 ARE-Fluc reporter, luciferase luminescence, 18-24 h. Potency, µM (top dose mostly 46 µM), for the others: at the top dose activity change, negative = inhibition, hits mostly inhibitors. 360,000 tested, 2.1% active. AID 504444, 2011; further: potency means the concentration at half of the fitted maximal effect; on the % scale 0 is the no-effect control and ±100 the full control effect; nearly all actives have a fitted effect of over 60% in size
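A549 ARE_Fluc cells, 5000/well, 5% FBS OPTI-MEM; compounds in dose-response, 18-24 h at 37 °C/5% CO2; CellTiter-Fluor viability read (Ex 405/Em 525), then BugLite luciferase luminescence = Nrf2 activity.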
IL-1B inflam inh – qHTS for Inhibitors of Inflammasome Signaling: IL-1-beta AlphaLISA Primary Screen; activity change, % at 57.5 µM; THP-1 LPS/ATP IL-1B secretion, AlphaLISA, 16 h; active compounds read low; 360,000 tested, 4.7% active; in the data active means activity change below about -50%; inconclusive means mostly about -30% to -49%; further: on the % scale 0 is the no-effect control and ±100 the full control effect
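Secreted IL-1B measured by AlphaLISA bead assay after 16 h compound exposure of THP-1 cells; compounds (final up to 57.5 uM) added 1 h before LPS (250 ng/mL) and ATP (1.25 mM) stimulation; lower signal means less secretion.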
Nrf2 activator – qHTS of Nrf2 Activators | AREc32 ARE-luciferase reporter (MCF7-derived line), luminescence, 24 h | Potency, µM (doses to about 46.1 µM), inactives show at the top dose activation, most hits filed as activators | 410,000 tested, 0.31% active | AID 624171, 2012; further: potency means the concentration at half of the fitted maximal effect; % of control where 0% means no effect; nearly all actives have a fitted effect of over 65% in size
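ARE-driven firefly luciferase activity in AREc32 cells measured after a 24 hr compound exposure at 37 deg C, using Steady-Glo reagent and a 30 min room-temperature hold.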
An asterisk follows results filed as active; i = inactive; ? = inconclusive; / = not tested or not shown; [ ] = dose if it differs, or a comment. Unless noted, the call rests on the fitted dose curve; in most records, active means well fitted curve in the direction sought with a large enough effect; inconclusive means small, poorly fitted or top-dose-only effect, or another doubt; inactive means no such curve, though single readings can be large; an effect the other way counts as inactive or inconclusive.

Every second line gives: TGFb SMAD3 inh	MCF10A rereplic	HepG2 viability	S2 tox	A549 viability	ATXN2 expr inh	Nrf2 block	IL-1B inflam inh	Nrf2 activator
1. CNC(=O)C[C@@H]1C(=O)N(Cc2ccccc2)CC1(C)C
    2%	/	-30%	?	/	-27%	/	18	-0.1%
2. CN(Cc1ccc(CNC[C@H]2O[C@@H](n3cnc4c(N)ncnc43)[C@H](O)[C@@H]2O)o1)S(C)(=O)=O
    7%	-3%	-1%	i	8%	12%	4%	0	0.6%
3. COc1ccccc1N(CC(=O)NCC1CCCO1)C(=O)CNS(=O)(=O)c1ccccc1 (stereo not given)
    3%	7%	2%	i	9%	5%	?	14	0.0%
4. O=C(Nc1ccccc1)c1ccc(Br)o1
    -25%	0%	-41%	i	0%	36%[activator]	11%	-8	4.4%
5. Cc1ccc(CN2CCSc3ccc(C(=O)NCC4CCCO4)cc32)cc1 (stereo not given)
    -5%	?	2%	i	-13%	6%	?	-14	-0.3%
6. CC1=C(C(=O)Nc2ccccc2)C(C(C)C)n2nc(SCc3ccccc3C)nc2N1 (stereo not given)
    1%	/	-1%	i	0%	13%	-2%	/	-0.2%
7. c1ccc2oc(-c3ccc(Nc4nc(N5CCOCC5)nc(N5CCOCC5)n4)cc3)nc2c1
    -2%	?	-12%	i	-6%	-4%	0%	14	-0.5%
8. CC(=O)Nc1ccc(OC(=O)N2CCCC2)cc1
    1%	2%	4%	i	-8%	/	-5%	-2	-0.8%
9. CCOc1ccccc1C1C(C#N)=C(N)N(N(C)C)C2=C1C(=O)CCC2 (stereo not given)
    17%	2%	-2%	i	-7%	8%	12%	5	-0.9%
10. CC(=O)OCCc1c(C)nc2nc[nH]n2c1=O
    -3%	5%	2%	i	-3%	1%	-13%	-1	-0.1%
11. COc1ccc(/C=N/NC(=O)CCCOc2ccc(Cl)cc2Cl)cc1
    -25%	?	-37%	i	-18%	2%	?	-19	3.0%
12. CS(=O)(=O)N(CC(=O)N1CCCC1)c1cc(Cl)c(Cl)cc1Cl
    9%	-2%	-1%	i	3%[1.84 µM]	-10%	-25%	-6	-0.8%
13. Cc1csc(NC(=O)C(F)(F)F)n1
    13%	1%	28%	i	-10%	1%	-17%	19	0.2%
14. Cc1ccc(C(=O)Nc2nnc(C3=COCCO3)o2)cc1C
    1%	15%	-25%	i	-5%	-19%	?	-22	3.8%
15. COc1cc(C)nc(N2CCCC(C(=O)NC3CCC(C)CC3)C2)n1 (stereo not given)
    -1%	?	15%	i	-1%	67%[activator]	?	40	2.9%
16. CCc1cc(=O)oc2c(C)c(OC(C)C(=O)NC3CC(C)(C)NC(C)(C)C3)ccc12 (stereo not given)
    -2%	13%	-26%	i	2%	-12%	11%	?	-1.3%
17. O=C(NC1CCCC1)C(c1ccc(F)cc1)N(Cc1ccccc1Cl)C(=O)CCl (stereo not given)
    -27%	?	-27%	i	-16%	-17%	-15%	-91*	7.2%
18. Cc1ccccc1NC(=O)COC(=O)/C=C/c1cccc(C(F)(F)F)c1
    -4%	0%	-6%	i	-3%	-5%	4%	1	10%
19. Cc1ccc(C)c(N2C(=O)CS/C2=N\NC(=O)c2ccccc2Cl)c1
    5%	14%	2%	i	23%	66%[activator]	6%	2	0.7%
20. O=c1c2cc(NC(=S)NCCN3CCCCCC3)ccc2nc2n1CCCCC2
    -1%	1%	-1%	i	12%	-16%	?	-2	1.2%
21. COC(=O)c1ccccc1NC(=O)CSc1nncn1-c1cccnc1
    2%	-9%	-44%	i	-3%	-16%	-20%	28	16%
22. O=c1cc(CN2CCN(S(=O)(=O)c3ccc(Cl)cc3)CC2)nc2sc(-c3ccccc3F)nn12
    9%	/	4%	i	5%	1%	/	/	1.0%
23. O=C1NC2(CCOc3ccccc32)C(=O)N1CC(=O)N(Cc1ccccc1)C1CCS(=O)(=O)C1 (stereo not given)
    -4%	?	0%	i	3%	-1%	1%	13	-0.4%
24. COc1ccc(C(=O)CCC(C)(C)[N+](=O)[O-])cc1
    ?	1%	16%	i	1%	9%	?	3	0.2%
25. CC(C)Oc1ccc(Nc2ncnc3ccccc23)cc1
    -6%	?	16%	i	0%	/	?	-154*	-0.4%
26. COc1ccccc1NC(=O)c1sc2nc(C)cc(C)c2c1N
    31%[activator]	21%	6%	/	-2%	-9%	-23%	9	4.5%
27. CCOC(=O)CSc1nc(C)cc(=O)[nH]1
    -8%	-1%	-16%	i	5%	0%	/	4	-0.5%
28. Cc1ccc(N2CC(C(=O)OCC(=O)c3ccc[nH]3)CC2=O)cc1 (stereo not given)
    -22%	1%	-19%	i	-1%	6%	15%	7	0.1%
29. COc1ccc(N2CCN(CCNC(=O)Nc3cc(Cl)ccc3Cl)CC2)cc1
    0%	3%	21%	i	-8%	-8%	-13%	0	-0.9%
30. COc1ccc(OCCN2CCN(C(=O)c3ccc(OC)c(OC)c3)CC2)cc1
    -2%	?	-46%	i	-19%	-31%	23µM*	8	0.0%
31. O=C(O)CCN(CC(=O)c1ccc(Cl)cc1)S(=O)(=O)c1ccc([N+](=O)[O-])cc1
    -10%	-13%	3%	i	1%	1%	10%	-13	-0.3%
32. COC(=O)c1c(C)nc(C)c(C(=O)OC)c1-c1ccc(OC)cc1
    -33%	16%	-30%	/	3%	4%	-19%	/	0.1%
33. CCOC(=O)c1ccc(NC(=O)Nc2cccc(OCc3cc(=O)n4ccc(C)cc4n3)c2)cc1
    45%[activator]	/	0%	/	-14%	/	/	/	4.9%
34. CCCCNc1ccc2oc(-c3ccc(OC)cc3)c(-c3ccc(OC)c(F)c3)c2c1
    5%	27%	-3%	i	12%	-4%	24%	30	3.7%
35. COC(=O)Cc1c(C)c2ccc(OCC(=O)c3ccc(OC)c(OC)c3)cc2oc1=O
    -1%	6%	4%	?	-11%	?	?	20	-0.6%
36. Cc1ccc(CCN2CC(C(=O)NCCc3ccccc3)CC2=O)cc1 (stereo not given)
    -18%	11%	-18%	i	-9%	/	5%	11	-0.5%
37. COc1ccc(CNC(=O)Cn2c(=O)ccc3cc(S(=O)(=O)N4CCCC4)ccc32)cc1
    12%	/	-16%	i	4%	13%	/	/	0.3%
38. Cc1cc(SCC(=O)Nc2ccccc2)n2ncc(-c3ccccc3)c2n1
    ?	?	-88%	i	1%	/	-29%	-55*	3.7%
39. Fc1ccc(COc2ccccc2C(=S)N2CCCC2)cc1
    11%	-1%	18%	i	2%	-5%	?	?	-0.1%
40. Cn1c(SCC(=O)NC2CCCC2)nnc1-c1ccncc1
    0%	-2%	-1%	i	4%	0%[11.3 µM]	14%	20	0.0%
41. CCN(CC)Cc1nc2nc(Cl)c(Cl)nc2[nH]1
    -10%	/	14%	?	/	/	/	3	-0.7%
42. CCOC(=O)CN(C(=O)CSc1nnc2c(n1)[nH]c1ccccc12)c1ccccc1
    -16%	0%	8%	i	-14%	25%	-14%	13	-0.6%
43. Cc1cc(C(=O)OCC(=O)N2CCc3ccccc32)ccc1[N+](=O)[O-]
    0%	-6%	0%	?	6%	5%	16%	-1	0.2%
44. Cc1ccc(CN2CCN(Cc3cccn3-c3ccccn3)CC2CCO)cc1 (stereo not given)
    -6%	6%	-16%	i	-2%	/	-32%	-5	-0.6%
45. CC(C)CN(C(=O)COC(=O)/C=C/c1ccccc1)C1CCS(=O)(=O)C1 (stereo not given)
    0%	7%	1%	i	2%	6%	13%	10	9.3%
46. Cc1ccc2sc(N3CCN(C(=O)CCS(=O)(=O)c4ccc(F)cc4)CC3)nc2c1C
    ?	/	-8%	i	?	0%	/	/	0.1%
47. CC1=C(N2CCN(c3ncccn3)CC2)CCC1=O
    -2%	13%	-2%	i	-3%	6%	10%	9	0.3%
48. Cc1ccccc1-n1ncc2c(SCC(=O)N3c4ccccc4CC3C)ncnc21 (stereo not given)
    -26%	10%	-16%	i	9%	-11%	?	-92*	2.9%
49. O=c1c2ccccc2sc2ccc(C#CC3(O)CCCCC3)cc12
    ?	?	-72%	?	0%	-77%	21µM*	?	-1.4%
50. COc1ccc(C2CC(c3ccc(Cl)cc3)=NN2c2ccc(S(N)(=O)=O)cc2)cc1 (stereo not given)
    ?	?	18µM*	/	-7%	0%	?	-18	-0.1%
51. O=C(CN1CCC(C(=O)c2ccc(Cl)cc2)CC1)NC1CCCC1
    5%	11%	8%	i	-3%	?	?	28	-0.6%
52. FC(F)(F)c1cc(-c2ccco2)nc(N2CCN(Cc3ccccc3)CC2)n1
    -21%	13µM*	-39%	i	8%	-7%	/	0	-0.6%
53. COC(=O)C1CCN(C(=O)COC(=O)CNS(=O)(=O)c2ccc(SC)c([N+](=O)[O-])c2)CC1
    -7%	3%	-11%	i	-3%	-1%	6%	1	0.0%

Reformatted bar-delimited: entries from further up.
# | mol | TGFb SMAD3 inh | MCF10A rereplic | HepG2 viability | S2 tox | A549 viability | ATXN2 expr inh | Nrf2 block | IL-1B inflam inh | Nrf2 activator
41 | CCN(CC)Cc1nc2nc(Cl)c(Cl)nc2[nH]1 | -10% | / | 14% | ? | / | / | / | 3 | -0.7%
42 | CCOC(=O)CN(C(=O)CSc1nnc2c(n1)[nH]c1ccccc12)c1ccccc1 | -16% | 0% | 8% | i | -14% | 25% | -14% | 13 | -0.6%

Assay outcomes from PubChem.
